Screens deposited in PubChem by several laboratories.
MEX-5 binding – MEX-5 zinc finger RNA-binding disruptors – biochemical, C. elegans, fluorescence polarization, MLPCN library, primary screen; Zinc finger protein mex-5 (Caenorhabditis elegans), Q9XUB2; MEX-5/FITC-TCR2 RNA binding; stronger effect = lower value; activity score (negative = inhibition of binding), % at 10 µM; hit rate 0.38% among 300,000; AID 1832, 2009;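 active means inhibition past about -25% in most replicates, and total fluorescence under double the plate's negative control median, limit read from the data; inconclusive means replicates evenly split on the limit, or fluorescence at least double controls; inactive means too little inhibition in most replicates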;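 further: 0% = DMSO and -100% = 5 µM competing unlabeled TCR2 RNA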
Target sequence (Q9XUB2 whole entry, looked up): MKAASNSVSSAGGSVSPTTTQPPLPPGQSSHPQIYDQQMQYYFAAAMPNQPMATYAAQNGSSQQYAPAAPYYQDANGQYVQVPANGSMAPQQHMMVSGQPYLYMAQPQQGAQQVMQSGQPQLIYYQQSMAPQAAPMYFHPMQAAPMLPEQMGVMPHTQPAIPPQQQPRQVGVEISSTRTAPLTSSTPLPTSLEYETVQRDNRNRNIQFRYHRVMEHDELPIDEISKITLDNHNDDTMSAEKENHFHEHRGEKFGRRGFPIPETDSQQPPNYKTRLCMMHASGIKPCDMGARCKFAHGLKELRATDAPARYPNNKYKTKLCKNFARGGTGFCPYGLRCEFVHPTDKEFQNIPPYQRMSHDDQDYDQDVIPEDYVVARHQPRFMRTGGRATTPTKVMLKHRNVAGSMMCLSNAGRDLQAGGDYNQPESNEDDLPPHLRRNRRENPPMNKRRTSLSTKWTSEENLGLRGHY
GLD-1 TGE inh – GLD-1/TGE RNA complex disruptors, primary screen, biochemical, fluorescence polarization | Female germline-specific tumor suppressor gld-1 (Caenorhabditis elegans), Q17339 | purified GLD-1 + fluorescein TGE RNA | inhibition, % at 5.96 µM | hit rate 0.44% among 320,000 | AID 2280, 2010;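 active means percent inhibition above a per-plate cutoff, the plate mean of test compounds plus 3 SD, cut at about 30% in these data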;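 further: 0% = DMSO wells with GLD-1 and probe and 100% = wells lacking GLD-1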
MCL1 BIM primary – inhibitors of MCL1 binding to BIM-BH3, primary screen, biochemical, fluorescence polarization | hit rate 0.68% among 320,000 | AID 2057, 2009 | Induced myeloid leukemia cell differentiation protein Mcl-1 (Homo sapiens), Q07820 | GST-MCL1 / FITC-Bim-BH3 fluorescence polarization | inhibition, % at 10.9 µM;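 active means inhibition above the mean inhibition of all tested compounds plus 3 SD, set per campaign, cut at about 40% in these data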;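 further: 0% = DMSO wells and 100% = unlabeled Bim-BH3 peptide control; higher means more loss of mP so more displacement of Bim peptide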
Target sequence (Q07820 whole entry, looked up): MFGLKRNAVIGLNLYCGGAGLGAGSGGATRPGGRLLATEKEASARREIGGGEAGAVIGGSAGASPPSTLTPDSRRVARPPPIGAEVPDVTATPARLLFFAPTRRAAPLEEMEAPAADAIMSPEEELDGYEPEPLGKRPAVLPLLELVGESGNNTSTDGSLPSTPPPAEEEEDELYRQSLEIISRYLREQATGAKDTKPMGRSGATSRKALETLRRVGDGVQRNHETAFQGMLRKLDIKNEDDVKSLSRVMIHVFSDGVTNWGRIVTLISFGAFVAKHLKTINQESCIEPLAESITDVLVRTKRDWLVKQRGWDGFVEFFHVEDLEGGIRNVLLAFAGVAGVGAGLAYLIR
CR mimetic SO – reduction of superoxide in aged yeast, primary screen, HTS; S. cerevisiae aged cells, superoxide DHE fluorescence; stronger effect = lower value; superoxide response (% of plate mean), % at 10 µM; hit rate 0.18% among 330,000; AID 2690, 2010;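 active means superoxide response under a set limit, about three screen SD below normal, cut at about 65% in these data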;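 further: yeast aged for seven days with compound at 30 °C before DHE staining; 100% = average MFI of all compound-treated wells on the plate with controls excluded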
VLA-4 inh – inhibition in human VLA-4 binding assay, primary screen, VLA-4 allosteric modulator project, MLPCN library, flow cytometry, VLA-4 expressing cells; Integrin alpha-4 (Homo sapiens), P13612; ligand binding flow cytometry; inhibition, % (about 7 µM as worked out from the volumes in the protocol); hit rate 0.2% among 330,000; in the data active means inhibition above about 50%
CIT2 TOR yeast – modulators of CIT2-GFP expression in yeast, primary screen, S. cerevisiae, GFP fusion, multiplex flow cytometry, MLPCN library | hit rate 0.065% among 320,000 | GFP response vs DMSO, % at 10 µM | S. cerevisiae CIT2-GFP strain, 3 h; 100 means same as DMSO wells;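 active means GFP response relative to DMSO above a set limit, near the screen mean plus 3 SD, cut at about 150% in these data; inconclusive means Fewer than 70 cells measured for a yeast strain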;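 further: ratio of well median GFP fluorescence to mean of DMSO wells on the plate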
BCLXL inh – inhibitors of human Bcl-xL, primary screen, biochemical, fluorescence polarization, HTS; Bcl-2-like protein 1 (Homo sapiens), Q07817; GST-Bcl-xL / FITC-Bim BH3 peptide fluorescence polarization; inhibition, % at 10.9 µM; hit rate 0.7% among 320,000; AID 2129, 2009;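 active means inhibition above the mean of all tested compounds plus 3 SD, cutoff set per campaign, cut at about 30% in these data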;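 further: 0% = DMSO wells and 100% = unlabeled Bim-BH3 peptide competitor; inhibitors lower millipolarization by displacing the labeled peptide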
Target sequence (Q07817 whole entry, looked up): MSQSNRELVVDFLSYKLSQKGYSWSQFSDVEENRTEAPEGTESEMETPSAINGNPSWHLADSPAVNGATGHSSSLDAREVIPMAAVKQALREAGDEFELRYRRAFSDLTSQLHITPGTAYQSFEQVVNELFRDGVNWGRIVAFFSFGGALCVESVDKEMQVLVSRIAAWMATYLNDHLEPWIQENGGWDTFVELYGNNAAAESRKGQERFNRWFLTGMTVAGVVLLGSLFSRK
GRK2 aptamer HTS – compounds blocking aptamer binding on GRK2 – biochemical, human GRK2, bead flow cytometry, HTS, primary screen; Beta-adrenergic receptor kinase 1 (Homo sapiens), P25098; FAM-aptamer displacement from GRK2; inhibition of aptamer binding, % at 10 µM; hit rate 0.59% among 330,000; AID 488847, 2010;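 active means inhibition of aptamer binding above 40%, roughly 3 SD of noise, on plates passing a quality check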;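 further: median bead fluorescence of bound FAM aptamer so fluorescent compounds give negative values; no value below 0 was filed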
AGP1-GFP MLPCN – modulators of AGP1-GFP expression in yeast TOR pathway, primary screen, cell-based, multiplex flow cytometry, S. cerevisiae, MLPCN library | 3 h; GFP as percent of DMSO wells | hit rate 0.02% among 320,000 | GFP response vs DMSO, % at 10 µM;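 active means GFP response relative to DMSO above a set limit, near screen average plus 3 SD, cut at about 150% in these data; inconclusive means fewer than 70 cells counted for the yeast strain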;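 further: median GFP channel fluorescence of the gated AGP1 strain per well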
Numbers without * were called inactive; u = inconclusive; x = no result given.

SMILES	MEX-5 binding	GLD-1 TGE inh	MCL1 BIM primary	CR mimetic SO	VLA-4 inh	CIT2 TOR yeast	BCLXL inh	GRK2 aptamer HTS	AGP1-GFP MLPCN
COc1ccc(N2C(=O)C3CCCN3C2c2cccc(Br)c2)cc1 (stereo not given)	-1.7	0	0	98	6	97	1	1	98
COc1ccc2[nH]c(C)c(CCN3C(=O)OC(C)(C)C3(C)O)c2c1 (stereo not given)	-1.0	5	2	90	-1	87	5	0	89
CC(=O)Nc1ccc(NC(=O)C(C)OC(=O)CCC2CCCCC2)cc1 (stereo not given)	2.0	0	1	98	0	109	-1	0	108
CCOC(=O)CC(=O)Nc1ccc(C)cc1	1.7	0	9	94	-3	103	6	0	96
O=C(CCSCc1cccc(Cl)c1)NCCc1ccccc1	0.5	2	10	117	0	98	3	0	99
CN(C)CCCN(C(=O)/C=C/c1cccs1)c1nc2ccc(F)cc2s1	u	0	-12	88	13	100	-9	0	98
Cc1cc(Cl)ccc1OCC(=O)Nc1ccc2oc(=O)ccc2c1	-3.2	-7	-1	112	18	92	5	0	94
CC(C)OP(=O)(Nc1cccc2ccccc12)OC(C)C	-0.9	7	9	91	0	102	4	2	104
COc1ccc(-c2nc(-c3cccs3)c(-c3cccs3)[nH]2)cc1O	0.5	0	0	110	-10	104	5	4	51
CCOC(=O)c1cc(-c2ccc(/C=N\n3cnnc3)o2)ccc1Cl	1.3	-5	-3	103	0	86	3	4	84

Two successive compounds already listed, for reference:
SMILES	MEX-5 binding	GLD-1 TGE inh	MCL1 BIM primary	CR mimetic SO	VLA-4 inh	CIT2 TOR yeast	BCLXL inh	GRK2 aptamer HTS	AGP1-GFP MLPCN
COc1ccc(-c2nc(-c3cccs3)c(-c3cccs3)[nH]2)cc1O	0.5	0	0	110	-10	104	5	4	51
CCOC(=O)c1cc(-c2ccc(/C=N\n3cnnc3)o2)ccc1Cl	1.3	-5	-3	103	0	86	3	4	84

The listing picks up with the 3 entries that preceded the break.
SMILES	MEX-5 binding	GLD-1 TGE inh	MCL1 BIM primary	CR mimetic SO	VLA-4 inh	CIT2 TOR yeast	BCLXL inh	GRK2 aptamer HTS	AGP1-GFP MLPCN
CC(C)OP(=O)(Nc1cccc2ccccc12)OC(C)C	-0.9	7	9	91	0	102	4	2	104
COc1ccc(-c2nc(-c3cccs3)c(-c3cccs3)[nH]2)cc1O	0.5	0	0	110	-10	104	5	4	51
CCOC(=O)c1cc(-c2ccc(/C=N\n3cnnc3)o2)ccc1Cl	1.3	-5	-3	103	0	86	3	4	84
CC(C)NC(=O)Cn1c(SCC(=O)N2CCc3ccccc3C2)nc2ccccc21	1.7	-3	-3	87	6	106	-6	0	103
Cc1cc(NCc2ccc3c(c2)OCO3)n2nc(C)nc2n1	-0.1	0	6	100	-11	106	2	1	103
Cc1ccc2c(c1)N(CC(=O)OCC(=O)NCc1ccccc1)C(=O)CO2	2.2	12	-2	103	24	95	0	0	97
O=C(O)c1cccc(CN2C(=O)SC(Nc3ccccc3)C2=O)c1 (stereo not given)	-0.1	-8	15	104	7	98	6	2	95
Cc1nn2c(NCCN3CCOCC3)c3c(nc2c1-c1ccccc1)CCCC3	-11	-1	-1	94	19	100	4	6	102
CCOC(=O)c1c(C)[nH]c(C)c1C(=O)COC(=O)CSc1ccc(C)cc1	x	10	x	121	-10	99	x	1	97
CCOc1cc(CN2CCN(CCOCCO)CC2)ccc1OC	0.6	2	-1	96	-13	96	2	3	100
CC(=O)c1ccc(Nc2cc(C)nc3ccc(C)cc23)cc1	-1.9	2	7	102	1	86	9	5	98
O=C(NCc1ccccc1)/C(=C/c1cccc([N+](=O)[O-])c1)NC(=O)c1ccco1	-0.5	5	-3	93	-4	95	-4	2	99
COc1cc(/C=C/c2cc(C(=O)O)c3ccccc3n2)ccc1OC(F)F	-6.8	-2	5	109	-2	106	7	4	109

Five compounds from above, sorted by heavy-atom count, low to high.
SMILES	MEX-5 binding	GLD-1 TGE inh	MCL1 BIM primary	CR mimetic SO	VLA-4 inh	CIT2 TOR yeast	BCLXL inh	GRK2 aptamer HTS	AGP1-GFP MLPCN
Cc1cc(NCc2ccc3c(c2)OCO3)n2nc(C)nc2n1	-0.1	0	6	100	-11	106	2	1	103
O=C(O)c1cccc(CN2C(=O)SC(Nc3ccccc3)C2=O)c1 (stereo not given)	-0.1	-8	15	104	7	98	6	2	95
COc1cc(/C=C/c2cc(C(=O)O)c3ccccc3n2)ccc1OC(F)F	-6.8	-2	5	109	-2	106	7	4	109
Cc1nn2c(NCCN3CCOCC3)c3c(nc2c1-c1ccccc1)CCCC3	-11	-1	-1	94	19	100	4	6	102
CC(C)NC(=O)Cn1c(SCC(=O)N2CCc3ccccc3C2)nc2ccccc21	1.7	-3	-3	87	6	106	-6	0	103

Continuation:
SMILES	MEX-5 binding	GLD-1 TGE inh	MCL1 BIM primary	CR mimetic SO	VLA-4 inh	CIT2 TOR yeast	BCLXL inh	GRK2 aptamer HTS	AGP1-GFP MLPCN
CC(NC(=O)COc1ccccc1Cl)c1ccccc1 (stereo not given)	0.9	2	-6	112	-8	104	0	0	99
CC1CCN(CC(=O)Nc2cccc(C(=O)Nc3cccc(C(F)(F)F)c3)c2)CC1	1.6	5	0	89	-1	109	-1	0	109
C#CCn1cc[n+](CC(=O)N(C)C)c1	0.1	7	-3	127	15	96	-2	2	97
CCS(=O)(=O)c1ccc2oc(SCC(=O)Nc3ccc(OC)cc3)nc2c1	3.1	-3	-4	95	9	90	-13	0	96
Cc1ccc(C(=O)NC(=S)N(C)C2CCCCC2)cc1	1.8	-5	4	114	-7	94	-4	0	109
CC1CCCCC1N(C)C1CCN(C(=O)CNC(=O)/C=C/c2cccc(Cl)c2)CC1 (stereo not given)	-2.2	-5	-1	105	11	96	-4	0	98
COc1ccc(NC(=S)NCc2ccc(Cl)cc2)c(OC)c1	0.1	-5	6	96	9	106	-1	0	98
COc1ccc(CCNC(=S)N2CCC(Cc3ccccc3)CC2)cc1OC	-0.4	7	6	110	11	80	-1	0	88
O=C(CC1CCCCC1)Nc1ccccc1-c1ccccc1	0.2	6	8	83	2	106	4	6	95
CCN(CC)S(=O)(=O)c1ccc(NC2c3ccccc3C(=O)N2Cc2ccco2)cc1 (stereo not given)	0.9	-3	-5	107	0	108	-2	2	102
CCN(CC)CCCOC(=O)C(c1ccccc1)c1ccccc1	-2.6	1	1	116	24	97	-5	1	101
CC(NC(=O)c1cc(S(=O)(=O)N(C)C)ccc1Cl)c1ccc(-n2ccnc2)cc1 (stereo not given)	0.5	-4	-1	98	2	98	0	3	102
CCOC(=O)[C@H]1[C@H]2COc3ccc(OC)cc3[C@@H]2N2C(=O)CN(Cc3ccc(F)cc3)C(=O)[C@@]12C	x	-3	1	96	12	101	1	2	106
Cc1cnc(NC(=O)COc2ccccc2Cl)s1	1.7	7	1	97	-8	107	2	6	100
O=C(NC1(C(F)(F)F)C(=O)Nc2c1c(=O)[nH]c(=O)n2Cc1ccccc1)c1ccc(Cl)cc1 (stereo not given)	-5.9	3	-7	91	6	101	-3	0	101
CCCOc1ccc(N2C(=O)CC(N(Cc3ccco3)C(C)=O)C2=O)cc1 (stereo not given)	2.0	1	6	115	14	117	0	0	115
O=C(CCS(=O)(=O)c1ccccc1)Nc1ncc([N+](=O)[O-])s1	-0.8	-8	5	127	-2	112	1	1	107
COc1ccc(NC(=O)Nc2sc(=S)n(C)c2C)cc1	0.6	1	14	104	13	98	8	98*	96
O=C(O)C1CC=CCC1C(=O)Nc1ccc(F)c(F)c1 (stereo not given)	-1.1	-5	2	102	11	92	3	2	99
Cc1ccc([N+](=O)[O-])cc1S(=O)(=O)N1CCNCC1	1.8	7	4	100	6	94	4	0	98
c1ccc(Cn2c(SCc3nc4ccccc4s3)nnc2-c2ccco2)cc1	-8.1	-8	-2	100	4	110	-3	4	106
Cn1c(=O)c2cc3ccccc3nc2n(C)c1=O	-0.5	-6	-5	123	-5	112	-2	2	99
CC(C)Cc1nnc(NC(=O)CCC(=O)N2CCOCC2)s1	-0.4	2	1	87	-12	65	3	3	76
Cc1cc(C(F)(F)F)nc(SCc2ccc(C(=O)O)o2)n1	-1.1	0	8	142	0	93	4	10	98
COc1ccc(NS(=O)(=O)c2ccc3oc(=S)[nH]c3c2)cc1	1.4	-11	-30	112	-10	99	-35	0	101
O=C(c1ccccc1)N1CCCCC(Cl)C1=O (stereo not given)	1.4	2	-7	109	8	98	-2	0	91
CC1CCN(C(=O)COC(=O)Cc2ccc(Br)cc2)CC1	-0.8	-4	7	107	7	100	6	0	101
CCCNC(=O)C12CCC(C)(c3nc4cc(C)c(C)cc4nc31)C2(C)C (stereo not given)	x	8	2	74	24	105	0	0	98
Cc1ccc(-n2c(C)cc3c2CCCC3=O)cc1	-3.4	17	34	100	7	94	31*	0	110
CCCn1nnc(NC(=O)/C=C/c2ccc(C(C)C)cc2)n1	0.2	-2	-2	83	17	94	2	0	99
CCC1NC(=S)N(C2CCCCC2)C1=O (stereo not given)	0.7	6	3	120	11	92	4	0	101
O=C(CN1C(=O)CCS(=O)(=O)c2ccccc21)Nc1ccc(Cl)cc1	1.2	3	10	96	6	105	0	0	105
CCSc1nnc([C@H](C)NC(=O)OC(C)(C)C)o1	1.5	1	-3	82	-1	103	-4	0	105
COc1ccccc1NC(=O)C1=C(C)Nc2nc(-c3ccccc3)nn2C1c1ccccn1 (stereo not given)	-3.4	-1	-1	97	-1	94	5	0	102
O=C(c1ccc2snnc2c1)N1CCCC1	1.8	3	7	91	3	88	4	3	85
CC(C)Cn1c(CNC(=O)c2ccccc2)nc2ccccc21	0.5	7	0	101	2	95	4	2	99
CCOC(=O)c1nnn(-c2nonc2N)c1COc1cc(C)c(Cl)c(C)c1	0.3	2	-1	110	11	96	-2	5	102
O=C(c1cc(S(=O)(=O)N2CCOCC2)ccc1F)N(Cc1nnc(-c2ccccc2Cl)o1)C1CC1	0.0	1	-12	99	-6	90	-9	1	102
Cc1nc([N+](=O)[O-])cn1CC(=O)c1ccc(Br)cc1	-0.9	3	4	89	14	92	2	0	90
Nc1cc(OC(=O)c2ccc(F)cc2)nn1S(=O)(=O)c1ccccc1	-0.2	0	0	101	-2	103	-1	2	104
